High-throughput results from PubChem BioAssay.
S3 lipid droplet – qHTS Assay for Lipid Storage Modulators in Drosophila S3 Cells | lipid storage change, negative = inhibition, % at the top dose, mostly 46.1 µM; hits show Potency in µM | AID 2685, 2010 | actives 0.64% (n = 320,000) | Drosophila S3 cells, BODIPY lipid droplet fluorescence, 18-24 h; cells fed with added oleic acid; active means well fitted inhibition curve with a large enough effect in the signal ratio, with a control signal flat, not every such curve was filed as active; inconclusive means small, poorly fitted or top-dose-only effect, or effect the other way, or a change in a side signal; the % refers to the signal ratio
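Laser-scanning cytometry quantifies lipid droplet accumulation (500–530 nm total intensity; droplet/cell object ratio) in oleic acid-fed (400 uM added) Drosophila S3 cells treated with a concentration series. 20 uM Triacsin C defined 100% inhibition.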
S3 lipid droplet cell count max – second read-out of S3 lipid droplet, no call of its own (marks repeat the call); cell number change, %; measured here: cell count max response;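 cells counted by Cell Tracker Red CMTPX staining in the red channel; peak over a dose series mostly up to 46.1 µM; percent activity relative to internal control wells on each plate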
* = called active by the depositor; i = inactive; ? = inconclusive; . = not tested or not shown. On the % scale 0 is the no-effect control and ±100 the full control effect; potency means the concentration at half of the fitted maximal effect. This is a subset; count on the stated rates, not on these rows.

SMILES	S3 lipid droplet	S3 lipid droplet cell count max
COc1ccccc1NC(=O)Cn1cnc2sc(C)c(S(=O)(=O)N3CCCCC3)c2c1=O	?	.
COc1cccc(NC(=O)CCN2CCOCC2)c1	?	.
NS(=O)(=O)c1ccc(NC(=S)NCc2ccc(Cl)cc2)cc1	0%	-17
Cc1ccc(NC(=O)CN2CCN(Cc3ccccc3)CC2)c(Br)c1	?	.
COc1ccccc1NC(=O)C(=O)N/N=C(\C)CC(=O)Nc1ccccc1C(F)(F)F	i	.
CCOCC(=O)Nc1nnc(C)s1	?	.
CN1CCNC(=O)C1CC(=O)NCCC1=CCCCC1 (configuration not stated)	-6%	12
Cc1ccc(NC(=O)CSc2nc3ccccc3c(=O)n2CCCC(=O)NCCCN2CCOCC2)cc1C	2%	-15
CC(NC(=O)CS(=O)(=O)c1ccccc1)c1ccccc1 (configuration not stated)	21%	.
CC(C)CCn1nnnc1CN1CCN(c2ccccc2)CC1	?	.

The list goes on; the last two above are carried over.
SMILES	S3 lipid droplet	S3 lipid droplet cell count max
CC(NC(=O)CS(=O)(=O)c1ccccc1)c1ccccc1 (configuration not stated)	21%	.
CC(C)CCn1nnnc1CN1CCN(c2ccccc2)CC1	?	.
Cc1ccc(NC(=S)N2CCCC(c3ccccc3)=N2)cc1	?	.
Cc1ccccc1C(=O)Nc1nnc(S(=O)(=O)N(C)Cc2ccco2)s1	?	.
COc1cc(C2C(C#N)=C(N)Oc3cc(O)ccc32)cc2c1OCO2 (configuration not stated)	?	.
COc1ccc2nc(COC(=O)c3cccc([N+](=O)[O-])c3)c(C(C)=O)[n+]([O-])c2c1	?	.
CN1CCN(CCC(=O)N/N=C/c2cc([N+](=O)[O-])ccc2O)CC1	?	.
CCC(C)(C)NC(=O)C(c1ccccc1)N(Cc1cccnc1)C(=O)c1csnn1 (configuration not stated)	-3%	-8
O=C(Nc1ccc(F)cc1Cl)C1=COCCO1	?	.
Cc1cc(C)c2sc(N(CCCN(C)C)C(=O)c3ccc(S(=O)(=O)N4CCc5ccccc5C4)cc3)nc2c1	?	.
CCCCN(C)Cc1c(C)[nH]c2ccccc2c1=O	-3%	-4
CC1=Nc2cc(C(=O)O)ccc2Sc2ccc(Br)cc21	8%	7
CCCCCCCC(=O)Nc1cc(C(=O)NCCC)ccc1N1CCC2(CC1)CC(c1ccccc1)=NO2	?	.
O=C(N/N=C/c1ccccc1C(F)(F)F)c1ccc(O)cc1	3%	-5
COc1ccc(-n2nc3c(c2NC(=O)CBr)CSC3)cc1	-5%	13
CCN1C(=O)/C(=C/c2cccs2)S/C1=N\S(=O)(=O)c1ccc(C)cc1	1%	4
Cn1c(=O)c2c(SC3CCCC3)nc(C3CC3)nc2n(C)c1=O	?	.
COc1ccc(OC)c(-c2cc(C(=O)Nc3c(C)nn(Cc4ccccc4Cl)c3C)no2)c1	?	.
COc1cc(CCN2C(=O)c3cccc4cccc(c34)C2=O)c(S(=O)(=O)NCCO)cc1OC	-3%	-15
CCOc1ccccc1N1CC(C(=O)N(C)Cc2cccnc2)CC1=O (configuration not stated)	?	.
CC1CCc2cc(F)ccc2N1C(=O)C12CCC(C)(C(=O)O1)C2(C)C (configuration not stated)	?	.
CC(=O)Nc1ccccc1-c1nc2ccccc2nc1OCC(=O)c1ccc(Br)cc1	-14%	2
Cc1ccc(-n2cccc2/C=C2/C(=N)N3C(=NC2=O)SN=C3S(C)(=O)=O)cc1	?	.
CC(=O)Nc1ccc(OCC=C(Cl)Cl)cc1	?	.
CCC(C)NC(=O)CN1c2cccc3cccc(c23)S1(=O)=O (configuration not stated)	i	.
Cc1cccc(Cl)c1NC(=O)N1CCCN(c2nc3ccc(Cl)cc3s2)CC1	5%	-4
Cc1ccc(S(=O)(=O)N(C)C)cc1NC(=O)CSc1ncn[nH]1	1%	13
Cc1ccccc1C(OCC(O)CN1CCC(C(N)=O)CC1)c1ccccc1 (configuration not stated)	i	-18
CC(C)[C@H](NS(=O)(=O)/C=C/c1ccccc1)C(=O)OCC(=O)NC(N)=O	19%	.
COc1cccc(OC)c1C(=O)Nc1nc2ccc([N+](=O)[O-])cc2s1	?	.
Fc1ccc(NC(=S)NCc2ccccc2Cl)cc1	?	.
c1ccc(-c2cc(-c3ccc(N4CCOCC4)cc3)nc3ccccc23)cc1	?	.
Cc1nn(-c2ccc(C(F)(F)F)cn2)c(C)c1Oc1ccccc1O	?	.
CCOC(=O)c1sc2nccc(N(C)C)c2c1N=CN(C)C	?	.
COc1ccc(CN2C(=O)CCC2(C)C(=O)NC2CCCCC2)c(OC)c1 (configuration not stated)	?	.
O=C1C2CC(O)CN2C(=O)N1c1ccccc1 (configuration not stated)	?	.
CC1CC1C(=O)Nc1nc(-c2ccccn2)cs1 (configuration not stated)	i	.
Cc1ccc2c(c1)CC(C)N2S(=O)(=O)c1nnc(NC(=O)CC(C)C)s1 (configuration not stated)	i	6
S=C1NCN(C2CCCCC2)CN1CCc1ccccc1	4%	20
S=C(N/N=C/c1ccc2ncccc2c1)Nc1ccccc1	?	.
CC(C)C[C@H](N)C(=O)N1CCC(C(=O)N[C@H](C(=O)NC(C)c2ccccc2)C(C)C)CC1 (some centres not stated)	13%	12
CN1CCN(C(=O)c2ccc(CN(c3ccccc3)S(=O)(=O)c3ccccc3)cc2)CC1	22%	6

Complete entries, looked up by structure. Values in the order: S3 lipid droplet, S3 lipid droplet cell count max
Entry for `COc1ccccc1NC(=O)Cn1cnc2sc(C)c(S(=O)(=O)N3CCCCC3)c2c1=O` → ?, .
Entry for `CC1CCc2cc(F)ccc2N1C(=O)C12CCC(C)(C(=O)O1)C2(C)C` (configuration not stated) → ?, .
Entry for `CN1CCNC(=O)C1CC(=O)NCCC1=CCCCC1` (configuration not stated) → -6%, 12

Further entries follow:
SMILES	S3 lipid droplet	S3 lipid droplet cell count max
Cc1ccccc1C(=O)c1cccn1CC(=O)NCc1ccco1	?	.
CSc1cccc(NC(=O)CCNS(=O)(=O)c2ccc3[nH]c(=O)oc3c2)c1	i	.
COc1ccc(N2C(=O)CSC23C(=O)N2CCCc4cccc3c42)cc1 (configuration not stated)	?	.
CC(=O)N1CCN(S(=O)(=O)c2cccc(C(=O)Nc3ccc(F)c(F)c3)c2)CC1	i	-8
CCCN(c1ccc(OCC)cc1)c1ncnc2nc[nH]c12	i	.
O=C(N/N=C/c1cccc([N+](=O)[O-])c1)c1ccc(Br)cc1	-17%	0
COC(=O)c1cccc(Nc2nc3ccccc3nc2C)c1	?	.
COC(=O)c1ccccc1NC(=O)C12CCC(C)(C(=O)O1)C2(C)C (configuration not stated)	?	.
Cn1cccc1/C=C(/C#N)C(N)=S	11%	1
CN(C)S(=O)(=O)c1ccc(C(=O)NCCSc2ccccc2)cc1	?	.

The last 2 compounds of the part before come first, to join the parts.
SMILES	S3 lipid droplet	S3 lipid droplet cell count max
Cn1cccc1/C=C(/C#N)C(N)=S	11%	1
CN(C)S(=O)(=O)c1ccc(C(=O)NCCSc2ccccc2)cc1	?	.
CC12CCC(C[N+](C)(C)C1)C2(C)C (configuration not stated)	3%	-5
CSCC[C@H](NC(=O)c1ccc2ccccc2c1)C(=O)N1CCC2(CC1)NCCc1[nH]cnc12	?	.
CCc1nnc(NC(=O)c2ccc(Cl)c(S(=O)(=O)N3CCc4ccccc43)c2)s1	?	.
CCOc1cc(C(=O)Nc2cccc(OCC(=O)N3CCOCC3)c2)cc(OCC)c1OCC	10%	18
CCn1c(SCC(=O)NCCc2ccccc2)nnc1-c1cccs1	?	.
O=C(N/N=C/c1ccncc1)C12CC3CC(CC(C3)C1)C2	?	.
O=C(Cc1ccc(F)cc1)N1CCN(c2ccc([N+](=O)[O-])cc2)CC1	i	12
CCc1ccccc1NC(=O)/C(C#N)=C\c1ccc(Sc2ccccc2)o1	?	.
CCCC(=O)NC(c1ccc(Cl)cc1Cl)c1ccc2cccnc2c1O (configuration not stated)	?	.
CCCCN(C)C(=O)CC(NS(=O)(=O)c1ccc(NC(C)=O)cc1)C(C)C (configuration not stated)	1%	19
CCOC(=O)c1c(N)sn(-c2ccccc2)c1=S	?	.
O=C(N/N=C/c1ccncc1)c1ccccc1OCc1ccc(Br)cc1	28%	9
O/N=C\c1cccn1-c1ccc(Br)cc1	?	.
Nc1nc(SCC(=O)Nc2ccc(Cl)cn2)n[nH]1	29%	.
CC(C)(C)c1cc(C(=O)N/N=C/c2ccccc2O)n(-c2ccccc2)n1	-16%	5
CCOC(=O)c1c(-c2ccccc2)nc2ccc(Cl)cn12	-25%	13
CC1CCCCN1S(=O)(=O)c1ccc(NC(=O)c2cccs2)cc1 (configuration not stated)	?	.
NC(N)=N/N=C/c1ccc(OCc2ccc(Cl)cc2)cc1	?	.
O=C(N/N=C/c1c(O)n(Cc2ccccc2)c(=O)c2ccccc12)c1cccnc1	-9%	-16
Cc1ccc(N(CCC(=O)O)S(=O)(=O)c2cccc(C(F)(F)F)c2)cc1	-13%	4
Cn1c(=O)c2c(=O)cc(NNC(=O)C(C)(C)C)[nH]c2n(C)c1=O	?	.
COc1cccc(-c2nc(-c3ccc(NC(=O)c4cccs4)cc3)no2)c1	?	.
CCOC(=O)C(Cc1ccc(N)cc1)N1C(=O)c2ccccc2C1=O (configuration not stated)	?	.
CCn1c(=O)c2cc(C(=O)NCCN3CCOCC3)sc2c2ccccc21	?	.
CC(NC(=O)CNC(=O)c1ccccc1Br)c1cccs1 (configuration not stated)	?	.
O=C(CCc1nnc(COc2ccccc2)o1)NC1(c2ccccc2)CC1	-13%	-19
c1cc(-c2cn(C[C@H]3CC[C@@H]([C@@H]4CC[C@H](Cn5cc(-c6ccsc6)nn5)O4)O3)nn2)cs1	i	30
COc1ccccc1NS(=O)(=O)c1ccc2oc(SCc3ccc(C#N)cc3)nc2c1	?	.
COc1ccccc1CC(=O)Nc1ccc(S(=O)(=O)N2CCCCC2)cc1	?	.
CCOc1ncccc1C(=O)Nc1nc(C(C)(C)C)cs1	?	.

Reprinted at random: three records from the list, in no set order.
SMILES	S3 lipid droplet	S3 lipid droplet cell count max
Cn1c(=O)c2c(=O)cc(NNC(=O)C(C)(C)C)[nH]c2n(C)c1=O	?	.
COc1ccccc1NS(=O)(=O)c1ccc2oc(SCc3ccc(C#N)cc3)nc2c1	?	.
COc1ccccc1CC(=O)Nc1ccc(S(=O)(=O)N2CCCCC2)cc1	?	.

Later entries
SMILES	S3 lipid droplet	S3 lipid droplet cell count max
COc1cc(Cl)ccc1OCc1cc(C(=O)NC2CCc3ccccc32)no1 (configuration not stated)	-12%	7
N#C/C(=C\c1ccco1)c1nc2ccccc2s1	?	.
COc1cccc(C(=O)NC(=S)Nn2cnnc2)c1OC	?	.
Cc1nccn1CCCN1C(=O)CNC1=S	?	.
O=C(COC(=O)c1ccc2c(c1)OCO2)Nc1nc(-c2ccccc2)cs1	?	.
O=S(=O)(Nc1cc(S(=O)(=O)N2CCOCC2)ccc1N1CCCC1)c1cccs1	?	.
Cc1nnc(SCC(=O)NC2CCS(=O)(=O)C2)n1-c1ccccc1 (configuration not stated)	6%	2
COC(=O)COc1ccc2oc(=O)cc(-c3cc4cccc(OC)c4o3)c2c1	i	-27
COc1ccc(NC(=O)CN2C(=O)NC3(CC(C)CC(C)(C)C3)C2=O)cc1S(=O)(=O)N1CCCCC1 (configuration not stated)	?	.
CCOc1ccc(C(=O)CCN2CCCCC2)cc1	?	.
COC(Cc1n[nH]c(=S)n1-c1ccc(Cl)cc1)OC	3%	10
COc1ccc(C(C)(C)C)cc1NC(=O)CCc1c(C)noc1C	19%	-2
C/C(=N\Nc1cccc(Cl)c1)c1ccc(-n2ccnc2)cc1	?	.
CCCn1c(CNC(=O)c2ccccc2)nc2ccccc21	i	-26
CCCCCC#CCC#CCC#CCC#CCCCC(=O)O	-1%	4
O=C(/C=C/c1cccc([N+](=O)[O-])c1)NC(=S)Nc1ccccc1C(=O)O	-8%	-15
Cc1ccc2cc(C(c3nnnn3C(C)(C)C)N3CCCC3)c(=O)[nH]c2c1C (configuration not stated)	?	.
CC(=O)Nc1cc(C(=O)c2ccccc2)ccc1N1CCOCC1	?	.
COC(=O)c1c[nH]n2c(=O)cc(CCl)nc12	?	.
CC(Oc1cccc(Br)c1)C(=O)N1CCCN(C)CC1 (configuration not stated)	i	-13
COc1ccc2c(C)cc(C)nc2n1	?	.
CCOc1ccccc1OCC(=O)Nc1ccc(N2CCOCC2)cc1N1CCOCC1	?	.
Cc1ccc(-c2c3c(=O)n(C)c(=O)n(C)c3cn2-c2ccccc2O)cc1	?	.
COc1ccc2ccccc2c1/C=N/NC(=O)c1cc(C)[nH]n1	?	.
CN1CC(=O)Nc2ccc(F)cc2C1=O	?	.
O=C(CN1CCCC1)Nc1ccc(S(=O)(=O)N2CCCCC2)cc1	?	.
CNC(=S)/N=C/NOCc1ccc(Cl)cc1Cl	-15%	-3
Cc1nn2c(=O)cc(COC(=O)c3ccc(NC(=O)C(C)(C)C)cc3)nc2s1	3.7µM*	7.6*
NC(=O)NC(=O)COC(=O)CN1C(=O)C2CCCCC2C1=O (configuration not stated)	1%	0
Cc1c(NC(=O)COC(=O)Cc2ccc(F)cc2)c(=O)n(-c2ccccc2)n1C	?	.
O=C(CCc1ccccc1)C(=O)N1CCCC(C(=O)c2cccc(Cl)c2)C1 (configuration not stated)	18%	6
CCc1ccccc1NC(=O)CCNS(=O)(=O)c1ccc2c(c1)CCC(=O)N2	i	7
CCOc1ccc(CCNC(=O)CCc2nc3ccccc3[nH]2)cc1OCC	-7%	-12
